Assay outcomes deposited in PubChem by Sanford-Burnham Center for Chemical Genomics.
Jurkat NFkB inh: inhibitors of induced NF-kB luciferase reporter, primary screen, TCR NF-kB activation inhibitor project, cell-based, luminescence, uHTS; Jurkat, PMA/ionomycin-induced NF-kB luciferase reporter; inhibition, % at 4 µM; 330,000 tested, 0.53% active; in the data active = inhibition above about 50%
697 NFkB inh: inhibitors of PMA/ionomycin-induced NF-kB reporter, 697 cells, primary screen, B-cell NF-kB inhibitor project, cell-based, luminescence, uHTS; 697 B-cell NF-kB luciferase reporter, 16 h; 330,000 tested, 0.33% active; inhibition, % at 4 µM; in the data active = inhibition above about 35%
CHOP UPR activ: activators of apoptotic CHOP UPR arm, primary screen, cell-based, CHO-CHOP luciferase reporter, luminescence, uHTS; UPR activation; percent of tunicamycin response over DMSO baseline; activation, % at 10 µM; 330,000 tested, 0.34% active; AID 449763, 2010;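 active = at 10 µM dose, activation of 40% or more, normalized to positive control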;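 note: 100% = tunicamycin at 10 µg/mL and 0% = DMSO alone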
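System: CHO CHOP reporter cells. Amount: 500 cells per well. Buffer or medium: F12 medium, 10% FBS. Compound dosing: one dose, 10 µM in 0.5% DMSO. Incubation: 6 h compound exposure at 37 °C after overnight seeding. Technique: Steady-Glo luciferase luminescence. Benchmarks: tunicamycin and DMSO controls.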
tim23-1 inh: growth inhibitors of tim23-1 mutant yeast, primary screen, luminescence, uHTS. S. cerevisiae tim23-1 growth, BacTiter-Glo luminescence, 24 h. inhibition, % at 20 µM. 330,000 tested, 1.3% active. AID 463212, 2010;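 active = growth inhibition of the mutant yeast at or above 50%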;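 note: temperature-sensitive mutant grown at 25 °C; plate controls were DMSO-treated mutant yeast for no effect and medium wells lacking yeast for full effect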
APJ ag: agonists of human apelin receptor APJ, primary screen, CHO-K1 cells, PathHunter beta-arrestin, luminescence; P35414; 0% DMSO wells, 100% apelin; activation, % at 20 µM; 330,000 tested, 0.11% active;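 active = activation more than six SD over the plate average, tested at 20 µM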;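 note: 0% = DMSO alone and 100% = apelin-13 at 10 nM; some results filed as inactive read as strong as hits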
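Assay system – PathHunter CHO-K1 APJ (AGTRL-1) beta-arrestin reporter cells · Compound – one dose, 20 µM compound, 1% DMSO · Timing – compound 90 min 25 °C, reagent 1 h · Measured by – luminescence from split beta-galactosidase complementation, Galacton Star/Emerald II substrate · Measure – beta-arrestin recruitment to APJ as agonist activity, luminescent signal · Benchmarks – DMSO vs Apelin-13 10 nM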
Mdm2 MdmX PPI: inhibitors of human Mdm2-MdmX association, primary screen, cell-based, luminescence, split luciferase, SaOS-2, uHTS | SaOS-2 split-luciferase Mdm2/MdmX complementation | 330,000 tested, 3% active | inhibition, % at 8 µM;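 active = inhibition of at least 50% at 8 µM in the primary screen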
Target sequence (O15151 whole entry, looked up): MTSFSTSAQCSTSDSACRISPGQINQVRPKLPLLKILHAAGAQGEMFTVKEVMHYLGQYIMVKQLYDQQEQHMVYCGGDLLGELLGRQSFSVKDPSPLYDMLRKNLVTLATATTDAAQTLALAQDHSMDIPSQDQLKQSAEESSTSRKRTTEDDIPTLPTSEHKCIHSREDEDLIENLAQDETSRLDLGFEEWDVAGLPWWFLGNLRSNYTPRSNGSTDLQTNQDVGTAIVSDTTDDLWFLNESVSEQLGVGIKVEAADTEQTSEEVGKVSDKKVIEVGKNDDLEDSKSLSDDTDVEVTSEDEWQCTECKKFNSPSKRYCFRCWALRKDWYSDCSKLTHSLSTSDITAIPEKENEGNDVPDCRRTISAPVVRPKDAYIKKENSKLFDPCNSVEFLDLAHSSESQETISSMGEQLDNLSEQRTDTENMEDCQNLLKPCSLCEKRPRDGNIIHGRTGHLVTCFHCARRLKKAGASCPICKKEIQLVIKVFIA
Target sequence (Q00987 whole entry, looked up): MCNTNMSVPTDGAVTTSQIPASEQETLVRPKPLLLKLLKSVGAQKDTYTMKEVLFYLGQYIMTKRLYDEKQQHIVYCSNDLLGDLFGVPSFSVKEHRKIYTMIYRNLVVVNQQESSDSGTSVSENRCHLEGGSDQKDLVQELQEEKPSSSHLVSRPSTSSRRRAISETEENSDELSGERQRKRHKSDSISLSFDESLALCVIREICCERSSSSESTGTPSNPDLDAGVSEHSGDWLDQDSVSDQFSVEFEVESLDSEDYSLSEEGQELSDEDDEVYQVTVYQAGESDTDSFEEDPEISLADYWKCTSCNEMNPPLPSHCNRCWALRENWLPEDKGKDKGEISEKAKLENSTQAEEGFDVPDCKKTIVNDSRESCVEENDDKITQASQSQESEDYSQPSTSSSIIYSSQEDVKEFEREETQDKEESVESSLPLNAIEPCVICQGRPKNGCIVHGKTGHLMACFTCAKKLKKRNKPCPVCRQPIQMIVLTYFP
APJ antag: antagonists of human apelin receptor APJ, primary screen, CHO-K1 cells, beta-arrestin complementation, luminescence | P35414 | inhibition, % at 20 µM | 330,000 tested, 0.32% active | AID 2521, 2010;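 active = inhibition above about 40% at 20 µM, limit read from the data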;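 note: cells challenged with 10 nM apelin-13 agonist together with compound; plate controls were apelin-13 plus DMSO wells for no effect and DMSO wells lacking apelin-13 for full effect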
XBP1 UPR activ: activators of adaptive XBP1 UPR arm, primary screen, cell-based, CHO-XBP1 luciferase reporter, luminescence, uHTS; IRE1-XBP1 UPR activation; percent of tunicamycin response, DMSO as zero; activation, % at 20 µM; 330,000 tested, 0.33% active;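 active = versus positive control, 20 µM dose yields 30% or more activation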;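 note: 100% = tunicamycin at 10 µg/mL and 0% = DMSO only wells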
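Material: CHO-XBP1 cells stably carrying IRE1-XBP1-driven luciferase reporter | Medium: F12 with 10% serum | Compound dosing: 20 µM single concentration, DMSO 1% | Incubation: Overnight seeding at 37 °C, 6 h compound treatment at 37 °C | Detection: Steady-Glo luminescence read | Read-out basis: % activation of reporter signal versus tunicamycin and DMSO controls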
Numbers without * were called inactive.

SMILES	Jurkat NFkB inh	697 NFkB inh	CHOP UPR activ	tim23-1 inh	APJ ag	Mdm2 MdmX PPI	APJ antag	XBP1 UPR activ
CCn1c(SCC(=O)N(C)C2CCS(=O)(=O)C2)nnc1-c1cccs1 (configuration not stated)	13	24	-1.1	1	-2	7	-7	6
O=C(NCCOc1ccccc1F)C1CCC(=O)N(CCc2cccc(F)c2)C1 (configuration not stated)	-13	-56	0.7	6	4	-11	9	-4
O=C(C1CCC(=O)N1C1CCCCC1)N1CCN(c2ccc(F)cc2)CC1 (configuration not stated)	-13	-15	-1.0	-4	1	-3	-11	-3
NCC(=O)Nc1ccc(Cl)cc1C(=O)c1ccc[nH]1	-2	29	3.6	-9	-2	64*	0	-1
Nc1c(-c2ccccc2)c(CN2CCOCC2)nn1-c1ccc(C(=O)O)cc1	-26	-19	-1.2	16	-1	-25	-6	3
O=C(Nc1ccc(C(=O)Oc2ccccc2)c(O)c1)c1ccccc1	8	4	3.7	0	-2	4	17	4
CCCCCOC(=O)CSc1n[nH]c(=O)[nH]c1=O	-6	11	1.1	-17	-1	10	6	-2
CCOc1ccc(S(=O)(=O)N(CC(=O)O)c2ccccc2)cc1	2	17	-0.8	-8	-3	6	1	0
c1ccc2c(OCCCCN3CCCC3)cccc2c1	2	0	1.0	-3	7	3	8	-3
NC(=O)c1cc(C(=O)c2ccccc2Cl)c[nH]1	4	5	-1.7	-6	0	18	-18	-2
CCCCCC1CC(CC(=O)Nc2ccc([N+](=O)[O-])cc2)C(=O)O1 (configuration not stated)	6	8	-0.2	18	-1	6	-2	-4
COc1ccc(C2CC(=O)c3cnc(NC(=O)c4ccccc4OC)nc3C2)c(OC)c1 (configuration not stated)	0	9	-1.1	11	-3	17	8	0
COc1ccccc1C(=O)NC(=O)COC(=O)c1nc2nc(C)cc(C)n2n1	2	-7	0.8	-7	7	-1	4	-1
Cc1ccc(/C=C/S(=O)(=O)NCC(=O)OCC(=O)NCc2ccccc2)cc1	-6	15	2.9	8	3	42	8	-4
CCC1CCCCN1C(=O)CN1C(=O)CSC1=O (configuration not stated)	-11	17	0.5	13	2	-4	7	-2

Structures listed so far printed as active in Mdm2 MdmX PPI:
| SMILES | Jurkat NFkB inh | 697 NFkB inh | APJ ag | Mdm2 MdmX PPI | APJ antag |
| --- | --- | --- | --- | --- | --- |
| NCC(=O)Nc1ccc(Cl)cc1C(=O)c1ccc[nH]1 | -2 | 29 | -2 | 64* | 0 |

Additional compounds follow.
SMILES	Jurkat NFkB inh	697 NFkB inh	CHOP UPR activ	tim23-1 inh	APJ ag	Mdm2 MdmX PPI	APJ antag	XBP1 UPR activ
COc1ccccc1N1CCN(S(=O)(=O)CCNC(=O)C2CC2)CC1	1	4	-1.1	13	13	4	0	1
O=C(CCSc1ccccc1)NCCN1CCOCC1	1	13	0.2	17	0	15	31	-1
COc1cc(OC)c(C(=O)Oc2ccc3c(c2)OCO3)cc1OC	-4	6	-0.5	17	-3	-17	1	1
Cc1ccc(CNC(=O)CO/N=C/c2ccc3c(c2)OCO3)cc1	5	10	-1.0	19	-4	-24	1	-1
COc1cccc(NC(=S)N2CCN(C/C=C/c3ccccc3)CC2)c1	-2	-9	-0.5	26	-4	-5	-9	-4
O=C(O)CSc1nnc(Nc2ccccc2)n1-c1ccccc1	2	12	1.3	-11	-2	-11	-11	-2
O=C1C(=O)N(CCCn2ccnc2)C(c2ccc([N+](=O)[O-])cc2)/C1=C(\O)c1ccc2c(c1)OCCO2 (configuration not stated)	7	10	-0.4	-7	-2	-11	7	-3
COC(=O)c1[nH]c2ccccc2c1NC(=O)CN1CC(C)OC(C)C1 (configuration not stated)	-15	0	-0.2	2	0	-1	-22	-3
CC12CCC(=O)N1C(C(=O)OCC(=O)Nc1cccc(S(=O)(=O)N3CCCCCC3)c1)CS2 (configuration not stated)	-2	-28	0.6	-11	-4	12	-38	-4
COc1cc(NC(=O)c2ccc(Cl)cc2Cl)ccc1NC(=O)c1cccs1	-5	-16	1.4	2	-5	-10	5	2
COc1ccc(NC(=O)Cc2ccc(C)c(C)c2)cc1Cl	-10	0	-0.4	0	-1	17	3	0
O=S(Cc1ccc(Cl)cc1)c1ncc(CO)n1Cc1ccccc1 (configuration not stated)	14	10	-1.8	25	-2	8	-17	-5
Cc1ccccc1NC(=O)CCCSc1nc2ccccc2s1	23	6	-1.4	31	3	-27	-9	-1
O=C(CSc1nncc2ccccc12)N1CCCCC1	-35	-2	0.1	7	0	14	1	0
CC(C)CCNC(=O)C1(O)c2ccccc2NC(=O)N1c1ccc(Cl)cc1 (configuration not stated)	-4	-6	2.0	-13	-4	7	-4	0
COc1ccc(C(=O)O/N=C(/C)c2cccs2)cc1	-15	-7	-6.3	48	-4	-8	11	-9
COc1cc(/C=C2\C(=N)N3N=C(S(=O)(=O)CC(C)C)SC3=NC2=O)ccc1OC(=O)c1ccco1	13	16	0.4	19	-6	5	-28	-3
CCN1C(=NCCc2c[nH]c3ccccc23)N[C@@H](c2ccccc2)[C@H](C(=O)OC)[C@H]1C	10	5	0.6	15	-4	25	25	-2
COc1ccc(CN2CCCCCC2)cc1OC	6	-5	0.7	-3	1	-19	-14	3
O=C(CSc1nc(O)cc(=O)n1-c1ccccc1)NCc1ccccc1	8	20	-1.4	6	-3	5	18	-2
Cc1cccc(CNC(=O)C2CCC(=O)N(C3CCCC3)C2)c1 (configuration not stated)	5	-4	0.4	6	0	31	11	-4
CC(C)N1CCN(Cc2ccccc2-c2ccco2)CC1CCO (configuration not stated)	-9	8	-2.3	4	-3	-5	11	-1
Cc1ccc(-c2ccc(C3C(C#N)=C(N)Oc4n[nH]c(C)c43)o2)cc1 (configuration not stated)	8	-20	5.4	60*	-2	1	8	4
Cc1c(C(=O)C(=O)N2CCCc3ccccc32)c2ccccc2n1C	20	-21	-0.9	29	-4	26	2	0
Cc1cc(C)n(CCNS(=O)(=O)c2ccc(C)c(C)c2)n1	6	21	0.2	12	1	16	2	2
Cc1c(Cl)cccc1NS(=O)(=O)c1cn(C)c(=O)n(C)c1=O	3	4	-0.6	6	-1	-4	7	1
COc1ccc(C(=O)Nc2cc([N+](=O)[O-])ccc2N2CCN(C)CC2)cc1	-26	14	-1.2	11	0	9	-18	0
COc1cc(OC)c(NC(=O)c2ccccc2F)cc1Cl	-15	-9	2.7	-2	-1	-1	0	0
Cc1ccc(Cl)c(OCC(=O)Nc2sc(C)c(C)c2C#N)c1	-40	-59	4.8	1	-1	10	18	1
COc1ccc(OC)c(-c2cc(C(=O)N3CCN(c4ncccn4)CC3)c3ccccc3n2)c1	20	19	-2.9	21	-2	38	-7	-3

A run of entries taken from the entries so far:
SMILES	Jurkat NFkB inh	697 NFkB inh	CHOP UPR activ	tim23-1 inh	APJ ag	Mdm2 MdmX PPI	APJ antag	XBP1 UPR activ
O=C(CSc1nncc2ccccc12)N1CCCCC1	-35	-2	0.1	7	0	14	1	0
CC(C)CCNC(=O)C1(O)c2ccccc2NC(=O)N1c1ccc(Cl)cc1 (configuration not stated)	-4	-6	2.0	-13	-4	7	-4	0
COc1ccc(C(=O)O/N=C(/C)c2cccs2)cc1	-15	-7	-6.3	48	-4	-8	11	-9
COc1cc(/C=C2\C(=N)N3N=C(S(=O)(=O)CC(C)C)SC3=NC2=O)ccc1OC(=O)c1ccco1	13	16	0.4	19	-6	5	-28	-3
CCN1C(=NCCc2c[nH]c3ccccc23)N[C@@H](c2ccccc2)[C@H](C(=O)OC)[C@H]1C	10	5	0.6	15	-4	25	25	-2
COc1ccc(CN2CCCCCC2)cc1OC	6	-5	0.7	-3	1	-19	-14	3
O=C(CSc1nc(O)cc(=O)n1-c1ccccc1)NCc1ccccc1	8	20	-1.4	6	-3	5	18	-2
Cc1cccc(CNC(=O)C2CCC(=O)N(C3CCCC3)C2)c1 (configuration not stated)	5	-4	0.4	6	0	31	11	-4
CC(C)N1CCN(Cc2ccccc2-c2ccco2)CC1CCO (configuration not stated)	-9	8	-2.3	4	-3	-5	11	-1
Cc1ccc(-c2ccc(C3C(C#N)=C(N)Oc4n[nH]c(C)c43)o2)cc1 (configuration not stated)	8	-20	5.4	60*	-2	1	8	4
Cc1c(C(=O)C(=O)N2CCCc3ccccc32)c2ccccc2n1C	20	-21	-0.9	29	-4	26	2	0
Cc1cc(C)n(CCNS(=O)(=O)c2ccc(C)c(C)c2)n1	6	21	0.2	12	1	16	2	2
Cc1c(Cl)cccc1NS(=O)(=O)c1cn(C)c(=O)n(C)c1=O	3	4	-0.6	6	-1	-4	7	1
COc1ccc(C(=O)Nc2cc([N+](=O)[O-])ccc2N2CCN(C)CC2)cc1	-26	14	-1.2	11	0	9	-18	0
COc1cc(OC)c(NC(=O)c2ccccc2F)cc1Cl	-15	-9	2.7	-2	-1	-1	0	0

Following part.
SMILES	Jurkat NFkB inh	697 NFkB inh	CHOP UPR activ	tim23-1 inh	APJ ag	Mdm2 MdmX PPI	APJ antag	XBP1 UPR activ
O=C(/C=C/c1ccncc1)c1cc(Cl)ccc1O	-14	-9	0.9	23	-2	22	-20	-2
Cc1noc(C)c1COC(=O)c1ccc(F)c(S(=O)(=O)N2CCOCC2)c1	-18	-2	-1.5	7	-3	18	-19	-1
CC1CCN(S(=O)(=O)c2ccc(N/N=C(/C#N)C(N)=O)cc2)CC1	-6	16	1.8	6	-5	-2	23	-2
CC(C)c1ccc(N=C(N)N=C(N)N)cc1	30	-10	-1.1	-12	-3	23	10	-1
Cc1sc2nc(C)n(/N=C/c3ccc(O)cc3O)c(=O)c2c1C	19	18	-0.8	-10	-2	19	11	1
Cc1cc(C)n(C(=O)CNc2ccc(C)c(C)c2)n1	2	-4	1.3	20	-1	10	-11	1
O=C(Nc1ccc(C(=O)O)cc1)/C(=C\C=C\c1ccccc1)NC(=O)c1ccccc1Br	-20	-85	5.7	-13	-5	26	6	-4
CS(=O)(=O)N(Cc1ccccc1)c1ccc(C(=O)NCCSCc2ccco2)cc1	-1	-2	-0.9	6	-3	8	9	1
O=C(CSc1n[nH]c(=O)n1C1CC1)Nc1ccc(F)c([N+](=O)[O-])c1	15	9	5.0	0	7	12	25	-2
Cc1cc(=O)nc2c3ccccc3n(C(C)C(=O)NCCN3CCOCC3)n12 (configuration not stated)	12	-8	2.5	11	-2	18	18	-3
O=C1CSc2ccc(S(=O)(=O)NCc3ccccc3Cl)cc2N1	-4	-17	-0.7	19	1	9	23	-4
COc1ccc(NC(=O)CN2CCN(c3nc(-c4cccc(OC)c4)cs3)CC2)cc1	-29	-13	0.7	41	3	1	10	-3
COc1cc(C(=O)COC(=O)c2ccco2)cc(OC)c1OC	0	-2	-1.7	-6	2	10	-4	-3
CC1CCN(c2ccccc2NC(=O)c2ccc([N+](=O)[O-])o2)CC1	-4	3	0.9	-13	0	-2	-5	8
O=C(NCc1cccc(C(F)(F)F)c1)c1cc(Cl)cc(Cl)c1	-9	-15	0.2	26	-1	2	-24	-1
